RmlC RmlD mix = RmlC and RmlD coupled enzyme inhibitors, primary screen, biochemical, 384-well, compound mixtures, retest | RmlC/RmlD coupled enzyme inhibition, 384-well mixture HTS | inhibition, % at 5.5 µM | 0.39% of 110,000 active | AID 1532, 2009; in the data active = inhibition above about 30%, passing the limit was not always enough; note: strong numbers were not always called active
HIV RNase H inh = HIV-1 RT RNase H inhibitors, primary screen, biochemical, fluorescence | Gag-Pol polyprotein (Human immunodeficiency virus type 1 group M subtype B (isolate … | inhibition, % at 10 µM | 1.9% of 65,000 active | RT-RNase H RNA/DNA duplex cleavage; in the data active = inhibition above about 50%
The depositor's hits bear a star; i = inactive; x = not tested or not shown.

The first 3 records, ahead of the listing:
SMILES,RmlC RmlD mix,HIV RNase H inh
CC(c1ccccc1)N1C(=O)CC(Sc2ncccc2C(=O)O)C1=O (centres undefined),7,23
O=C(Cc1ccc(-n2cccc2)cc1)NC1CCCCCC1,7,x
O=C(CCN1CCN(c2ccccc2F)CC1)Nc1ccc2c(c1)OCO2,0,-13

Main list, repeating the preview:
SMILES,RmlC RmlD mix,HIV RNase H inh
CC(c1ccccc1)N1C(=O)CC(Sc2ncccc2C(=O)O)C1=O (centres undefined),7,23
O=C(Cc1ccc(-n2cccc2)cc1)NC1CCCCCC1,7,x
O=C(CCN1CCN(c2ccccc2F)CC1)Nc1ccc2c(c1)OCO2,0,-13
CCOc1ccc(NC(=O)c2cc3c(=O)n(C)c4ccccc4c3n2C)cc1,7,x
COC(=O)CSc1snnc1-c1ccc(F)cc1,-11,x
C=CCn1c(=O)[nH]c2cc(C(=O)N3CCN(c4ccc(C(C)=O)cc4)CC3)ccc2c1=O,x,35
O=C(Cn1nc(C(F)(F)F)c2c1CCC2)NCc1ccc(Cl)cc1,-5,x
COCCn1c(=S)[nH]c2cc(C(=O)N3CCN(Cc4ccc5c(c4)OCO5)CC3)ccc2c1=O,5,-7

Carrying on:
SMILES,RmlC RmlD mix,HIV RNase H inh
CC(=O)c1cc(C)ccc1OC(=O)c1cccnc1,-15,-11
O=C(NCCNCc1ccc(F)cc1)c1ccco1,10,x
Cc1ccc2cc3c(N)c(C(=O)N4CCOCC4)sc3nc2c1,x,4
Cn1cccc1CNC1CCCC1,-14,x
O=C1C=C(N2CCOCC2)CO1,4,x
CC1(C(=O)O)CCC(C(=O)NC2CCCCC2)C1(C)C (centres undefined),-2,x
C#CCOCCOCCOCCNc1nc(N2CCN(C(=O)[C@H]([C@@H](C)CC)n3cc([C@@H](N)CC(C)C)nn3)CC2)nc(N2CCN(C(=O)[C@H]([C@@H](C)CC)n3cc([C@@H](N)CC(C)C)nn3)CC2)n1,-11,x
Cc1ccc(C(=O)CC2(O)C(=O)N(CCc3ccccc3)c3ccc(Br)cc32)o1 (centres undefined),-10,6

Following part
SMILES,RmlC RmlD mix,HIV RNase H inh
CCN1CCN(CCCOc2ccc(-c3ccccc3)cc2)CC1,6,-10
O=S(=O)(c1cnccc1N1CCN(/N=C/c2ccc(Cl)cc2)CC1)N1CCCCC1,-9,x
Cc1ccc(NC(=O)NC2(C(=O)NCc3ccccc3)CCCCC2)cc1,-12,x
COc1ccc(Oc2cc(C)c3cccc(C)c3n2)cc1,-15,x
CC(C)CCn1c(SCC(=O)c2ccccc2)nc2c1c(=O)[nH]c(=O)n2C,1,27
COc1ccc(C(OC(=O)c2ccco2)C(=O)NC2CCCCC2)cc1 (centres undefined),-8,x
O=c1[nH]c(=S)n(CCC2=CCCCC2)c(O)c1C=NCCCn1ccnc1,2,x
CCCCn1c(=O)[nH]c(=O)c2c1nc(CN1C(=O)c3ccccc3S1(=O)=O)n2CCC,16,1

The list goes on:
SMILES,RmlC RmlD mix,HIV RNase H inh
CCOC(=O)N1CCN(c2cc(=O)n(-c3ccc(Br)cc3)c(=O)[nH]2)CC1,5,x
Cc1ccc(OCC(=O)Nc2ccccc2N2CCOCC2)c(C)c1,-6,x
COc1ccccc1CCNC(=O)CCSc1nc(-c2ccco2)cc(C(F)(F)F)n1,8,x
CCOCCCNC(=O)c1ccc2c(c1)N(Cc1ccccc1)C(=O)CS2=O (centres undefined),-6,-4
CN(C)c1oc(COc2ccc(F)cc2)nc1C#N,x,-46
CCN1CC=C2C(C#N)=C(N)C(C#N)(C#N)[C@H](c3cccc(OC)c3OC)[C@H]2C1,19,2
Cc1c(=O)n(OCc2cccc(F)c2)c2ccccc2[n+]1[O-],4,x
CCn1cc(C(=O)Nc2nncs2)c(=O)c2cc(F)c(N3CCN(C(=O)c4ccco4)CC3)cc21,x,-4

The list continues:
SMILES,RmlC RmlD mix,HIV RNase H inh
O=C1CC(c2cccs2)c2cc3c(cc2N1)OCCO3 (centres undefined),6,-55
COc1ccc(-c2nc(SC)n(S(=O)(=O)c3ccccc3)n2)cc1,-9,-91
O=C(CSc1nnnn1-c1ccccc1F)Nc1nc2ccccc2s1,3,x
Cc1ccc(-c2cn3c(=S)[nH]nc3s2)cc1,x,47
COc1ccc(CN2CCN(c3ncccn3)CC2)c(OC)c1,9,3
CCOC(=O)C1C(=O)CC(C)(O)C(C(=O)OCC)C1c1ccc(Br)cc1 (centres undefined),5,-7
CSc1ccc(-c2nc3cnccn3c2Nc2ccc3c(c2)OCO3)cc1,-15,x
c1ccc(-c2csc(Cc3nnc4n3CCCCC4)n2)cc1,7,x

More structures:
SMILES,RmlC RmlD mix,HIV RNase H inh
CC(C)(C)NC(=O)CSc1nc2ccccc2n1-c1ccccc1,-14,x
CCCCN(Cc1ccccc1)S(=O)(=O)c1ccc2[nH]c(=O)oc2c1,10,x
COC(=O)[C@@]1(Cc2ccc(OC)cc2)[C@H]2c3cc(C(=O)N(C)C)n(C[C@H](O)CO)c3C[C@H]2CN1C(=O)c1ccccc1,-12,x
COc1cc2c(cc1OC)[C@@]13CCN4CC5=CCO[C@H]6CC(=O)N2[C@H]1[C@H]6[C@H]5C[C@H]43,-44,x
O=C(O)CN1C(=O)CNC1=O,i,-1
O=[N+]([O-])c1cc(-c2ccc(/C=N/c3nc4ccccn4c3-c3ccco3)o2)ccc1Cl,10,x
Cn1c(=O)c2c(-c3cccc(F)c3)c3c(nc2n(C)c1=O)-c1ccccc1C3O (centres undefined),8,x
CN(Cc1ccccc1)c1ncnc2ccc(Br)cc12,-10,-16

Next entries follow.
SMILES,RmlC RmlD mix,HIV RNase H inh
C=CCn1c(CSc2nc3ccccc3s2)nnc1SCC(=O)NCCN1CCOCC1,5,-4
CC(=O)NCc1ccc(-c2csc(N)n2)s1,7,19
CN(C(=O)CSC1=NCCS1)c1ccccc1,-11,x
COc1ccc(-c2c(C)nn(-c3ccccc3)c2N)cc1OC,4,x
Cc1ccccc1-n1c(O)c(C=Nc2ccc(N(C)C)cc2)c(=O)[nH]c1=O,20,3
c1csc(Cn2nnnc2CN2CCN(c3nc4ccccc4s3)CC2)c1,3,-26
Cc1onc(-c2ccccc2)c1C(=O)N1CCCSC1=Nc1ccccc1,-10,-22
COCCNC(=O)C(c1ccc(C)o1)N(C(=O)c1snc(C(N)=O)c1N)c1cccc(C)c1 (centres undefined),8,3

(list continues)
Sequence of screens – RmlC RmlD mix, HIV RNase H inh
- CN1CCN(C(=O)C2=C[C@H](c3coc4ccccc4c3=O)C[C@H](OCCCCO)O2)CC1
    -34, x
- Nc1nc(Nc2ccc(Cl)cc2Cl)nc(C(F)(F)F)n1
    110, -17
- CCCN(C(=O)CSc1nnc(-c2ccoc2C)n1N)C1CCS(=O)(=O)C1 (centres undefined)
    9, -3
- COCCNC(=O)c1cc2c(=O)n(C)c3ccccc3c2n1C
    7, -6
- COc1ccc(Cl)cc1C(=O)NCCN(C)C
    7, x
- CCCCCn1c2nc3ccccc3nc2c2c(=O)n(CC3CCCO3)c(C)nc21 (centres undefined)
    x, 0
- NS(=O)(=O)c1ccc(CCNc2nc(CN3CCOCC3)nc3sc4c(c23)CCC4)cc1
    -12, -14
- Cn1nnnc1SCC(=O)NCCCc1ccccc1
    12, -14
- O=C(NCc1ccc2c(c1)OCO2)c1cc(-c2ccccc2Cl)on1
    -13, x
- CCOC(=O)C(C(C)=O)C(c1ccc(OCCC(C)C)cc1)C(C(C)=O)C(=O)OCC (centres undefined)
    19, x
- NC(=O)CSc1nc2scc(-c3ccco3)c2c(=O)n1-c1ccccc1
    8, 4
- Cc1ccc(N2CC(C(=O)NCCCn3ccnc3)CC2=O)cc1 (centres undefined)
    -15, -10
- C=CCn1c(Cc2cccs2)nnc1SCC(=O)Nc1ccc(OC)cc1
    8, -29
- O=C(Nc1nccs1)C(NS(=O)(=O)c1ccc(Br)s1)c1ccccc1 (centres undefined)
    -7, 4
- CC(NC(=O)CSc1nc2c(c(C(F)(F)F)n1)CCc1ccccc1-2)c1ccccc1 (centres undefined)
    -19, x
- O=C(Cc1cccs1)Nc1ccc(S(=O)(=O)Nc2ncccn2)cc1
    -8, 19
- CCN(CC)c1ncnc2sc3c(c12)CCC3
    -11, x
- COC(=O)c1ccc2nc(C3CCCCC3)c3c(c2c1)CCC3
    2, x
- COc1ccc(S(=O)(=O)Nc2ccc(S(=O)(=O)Nc3ccc(F)cc3)cc2)cc1C
    -9, x
- COc1ccc(C(=O)NCc2cccnc2)cc1Br
    -4, x
- CCC(O)c1cc2c(cc1NC(=O)c1ccc(C)cc1)OCCO2 (centres undefined)
    1, -8
- O=C(CN(C(=O)CNC(=O)c1ccco1)c1ccc2c(c1)OCO2)NC1CCCCC1
    6, -7
- CCN1C(=O)c2ccc(C(=O)Nc3nccs3)cc2C1=O
    6, -6
- OCCc1ccccc1
    8, x
- O=S1(=O)c2ccccc2N=NN1Cc1ccc(Cl)cc1
    -5, x
- C=CCn1c(=N)n(CC(=O)OC)c2ccccc21
    10, -12
- COc1ccccc1CNC(=O)Cn1nnc(-c2ccncc2)n1
    3, -30
- COc1ccc(N2C(=O)CCC(C(=O)N3CCCCC3)C2c2ccc(F)cc2)cc1 (centres undefined)
    6, -4
- FC(F)(F)c1cccc(NC(=S)Nc2cccc(Cl)c2)c1
    -2, x
- Cc1nc(SCC(=O)Nc2cc(C)on2)c2c(C)c(C)sc2n1
    -12, -6

Single entries from the entries so far:
COc1ccc(C(=O)NCc2cccnc2)cc1Br – RmlC RmlD mix: -4
O=S1(=O)c2ccccc2N=NN1Cc1ccc(Cl)cc1 – RmlC RmlD mix: -5
COc1ccc(Cl)cc1C(=O)NCCN(C)C – RmlC RmlD mix: 7
CN1CCN(C(=O)C2=C[C@H](c3coc4ccccc4c3=O)C[C@H](OCCCCO)O2)CC1 – RmlC RmlD mix: -34
COC(=O)c1ccc2nc(C3CCCCC3)c3c(c2c1)CCC3 – RmlC RmlD mix: 2
CCCCCn1c2nc3ccccc3nc2c2c(=O)n(CC3CCCO3)c(C)nc21 (centres undefined) – HIV RNase H inh: 0

Compound profiles (already shown):
Shown for `CCN1C(=O)c2ccc(C(=O)Nc3nccs3)cc2C1=O` = RmlC RmlD mix = 6; HIV RNase H inh = -6
Shown for `C=CCn1c(=O)[nH]c2cc(C(=O)N3CCN(c4ccc(C(C)=O)cc4)CC3)ccc2c1=O` = RmlC RmlD mix = x; HIV RNase H inh = 35

Carrying on:
Sequence of screens – RmlC RmlD mix, HIV RNase H inh
- O=C(O)c1cccc2nc3ccccc3nc12
    -7, x
- O=C(NCCc1ccccc1)c1cc2sccc2n1Cc1ccccc1
    -10, x
- CCOC(=O)CN1C(=O)N[C@@H](c2cccc(C(F)(F)F)c2)C(C(C)=O)=C1C
    5, x
- CC1=CCC(C(=O)O)(C(=O)N/N=C/c2cccs2)C(c2ccc(Cl)cc2)C1 (centres undefined)
    4, x
- CC1(C)Cc2c(C#N)c(N3CCN(C(=O)c4ccccc4)CC3)nc(-c3ccco3)c2CS1
    -25, 56*
- O=C(O)CSc1cccc2cccc(C(=O)O)c12
    2, -1
- COc1ccc(CCC(=O)N2CCc3ccccc32)cc1
    -2, -40
- COc1ccc(-c2nc(CNS(=O)(=O)c3cc(OC)ccc3OC)cs2)cc1
    -1, -25
- O=c1cc(O)n(-c2ccccc2)c(=S)[nH]1
    -14, x
- O=C(Cn1nnc(-c2ccccc2F)n1)Nc1ccc(S(=O)(=O)NC2CCCC2)cc1
    5, -1
- CCCCn1c(O)c(C(C)=NCCc2ccccc2)c(=O)[nH]c1=O
    -15, -22
- CCCOC(=O)c1ccc(OCC(O)CN2C(=O)NC(C)(C)C2=O)cc1 (centres undefined)
    -25, 4
- COc1ccc(S(=O)(=O)N2CCCC(C(=O)NCCC3=CCCCC3)C2)cc1 (centres undefined)
    -7, 4
- Cc1ccc(/C=C/C(=O)c2ccccc2)cc1
    -7, x
- COc1ccc(S(=O)(=O)N2CC3C4C=CC(C4)C3C2)cc1 (centres undefined)
    6, -2
- O=C(CCC1COc2ccccc2O1)NCc1ccco1 (centres undefined)
    27, -2
- Cc1ccccc1N1C(=O)c2sc3nc4c(c(=O)n3c2C1=O)CCC4
    -3, 88*
- COn1c(=O)c(=O)n(O)c2ccccc21
    -6, x
- Cc1noc(C)c1COc1cccc(C(=O)OCC(=O)N2CC(=O)Nc3ccccc32)c1
    9, -19
- COCCCNC(=O)c1ccc2c(=O)n(C3CCCC3)c(=S)[nH]c2c1
    5, 0
- CC1CC(C)CN(CCCNC(=O)CCNC(=O)Cn2ccc3ccccc3c2=O)C1 (centres undefined)
    9, x
- O=C(CCn1nnc2ccccc21)Nc1nnc(Cc2ccc(F)cc2)s1
    -13, -5
- O=C(NCC1CCCO1)C(C(=O)c1ccc(F)cc1)n1ccccc1=O (centres undefined)
    -6, 12
- CNCCc1nc(N)n[nH]1
    8, -7
- Cc1cccc(S(=O)(=O)Nc2ccc(C)c3c2OC(C)(C)C3)c1
    4, x
- COC(=O)CSc1ncnc2c1sc1nc(-c3ccco3)c3c(c12)CC(C)(C)OC3
    x, 60*
- Cc1ccc(C(=O)c2ccc([N+](=O)[O-])cc2)cc1C
    18, x
- CC(C)COc1ccc(C2(C#N)CC[N+](C)(C)CC2)cc1
    15, x
- O=C(CSc1nnc(CNC(=O)c2cccs2)o1)c1ccccc1
    4, -3
- COc1ccc(CCCc2nnc(SCC(=O)Nc3cc(C)c(C)cc3Br)o2)cc1
    7, -16

Next part
Sequence of screens – RmlC RmlD mix, HIV RNase H inh
- CC(=O)Oc1ccccc1C1OC(=O)c2ccccc2N1C(C)=O (centres undefined)
    -2, -2
- COc1ccc(-n2c(O)c(C=NC3CC3)c(=O)[nH]c2=O)cc1
    -5, -1
- COc1cccc(OC)c1C(=O)N1CCN(Cc2ccccc2C)CC1
    10, 4
- O=C(O)CC1S/C(=N\N=C/c2ccccc2)N(c2ccc(O)cc2)C1=O (centres undefined)
    -16, x
- CCOC(=O)C1=C(CCc2ccccc2)NC(=O)NC1c1ccc(C#N)cc1 (centres undefined)
    6, x

Assay outcomes from PubChem.

This is a subset; count on the stated rates, not on these rows.
